RXFP1 antagonist – blocks the human relaxin receptor RXFP1. Q9HBX9. HEK293-RXFP1, relaxin-stimulated cAMP HTRF, 30 min; stronger effect = lower value. activity change, negative = inhibition, % at 57.5 µM. hit rate 0.59% among 350,000;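 active means activity change of -60% or lower, but not beyond a set lower limit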; further: on the % scale 0 is the no-effect control and ±100 the full control effect
D1 PAM – human D1 dopamine receptor positive modulation; P21728; HEK293 TREx D1 cells, calcium flux, dopamine EC20 potentiation; potentiation, % at 10 µM; hit rate 0.036% among 360,000; AID 504651; in the data active means potentiation above about 30%; further: 0% is about no effect
Target sequence (P21728 whole entry, looked up): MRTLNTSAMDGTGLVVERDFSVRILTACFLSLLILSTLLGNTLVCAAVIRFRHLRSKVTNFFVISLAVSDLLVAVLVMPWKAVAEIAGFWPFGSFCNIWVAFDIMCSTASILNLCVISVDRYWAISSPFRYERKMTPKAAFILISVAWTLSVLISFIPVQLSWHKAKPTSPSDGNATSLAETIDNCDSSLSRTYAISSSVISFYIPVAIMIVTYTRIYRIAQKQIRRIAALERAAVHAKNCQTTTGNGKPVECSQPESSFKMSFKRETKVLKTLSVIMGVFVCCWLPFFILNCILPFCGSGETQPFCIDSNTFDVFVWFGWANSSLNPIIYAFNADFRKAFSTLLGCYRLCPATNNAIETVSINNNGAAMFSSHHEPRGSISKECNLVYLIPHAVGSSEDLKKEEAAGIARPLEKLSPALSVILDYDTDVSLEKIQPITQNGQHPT
D1 ag – activates the human D1 dopamine receptor; HEK293 T-REx D1 cells, calcium flux, agonist mode; activation, % at 2 µM; hit rate 1% among 360,000; further: 0% is about no effect
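Tetracycline-induced HEK293 TREx D1 cells, force-coupled to calcium signalling, were dye-loaded with a no-wash calcium kit. Compound was pin-added after a 10 s baseline. Fluorescence was read kinetically at 1 cycle/s for 180 s, with calcium rises flagged as agonism.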
TRHR PAM – TRH receptor (human) allosteric enhancement; AID 493056; enhancement, % at 2 µM; hit rate 0.66% among 360,000; TRHR cells, fluo-8 calcium fluorescence, EC20 TRH enhancement; in the data active means enhancement above about 30%; further: 0% is about no effect
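TRHR-expressing cells loaded with fluo-8 calcium dye were read kinetically (ex 480/em 530) during compound addition, then stimulated with an EC20 of TRH (10 nM final). Enhancement of the Gq-mediated intracellular calcium response was scored.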
D2 antag – antagonists of human D2 dopamine receptor; inhibition, % at 10 µM; HEK293 TREx D2 cells, calcium flux, dopamine EC80; P14416; hit rate 2% among 340,000; in the data active means inhibition above about 30%; further: 0% is about no effect
Target sequence (P14416 whole entry, looked up): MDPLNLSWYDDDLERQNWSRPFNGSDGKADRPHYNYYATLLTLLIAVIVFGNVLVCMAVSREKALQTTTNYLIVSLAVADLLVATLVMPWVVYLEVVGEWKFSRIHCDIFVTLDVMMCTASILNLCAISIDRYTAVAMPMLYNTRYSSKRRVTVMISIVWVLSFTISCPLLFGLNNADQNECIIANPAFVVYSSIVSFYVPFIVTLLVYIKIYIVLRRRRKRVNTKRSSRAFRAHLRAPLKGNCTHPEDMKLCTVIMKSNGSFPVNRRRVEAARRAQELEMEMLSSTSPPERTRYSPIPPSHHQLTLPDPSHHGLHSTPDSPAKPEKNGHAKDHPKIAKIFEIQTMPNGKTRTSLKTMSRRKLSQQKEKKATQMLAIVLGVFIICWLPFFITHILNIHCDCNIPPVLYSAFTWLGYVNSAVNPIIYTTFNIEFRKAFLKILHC
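Cells plated overnight at 30 C with tetracycline; no-wash calcium dye, 30–90 min RT; 10 s baseline; compound pinned; 180 s read; EC80 dopamine added; another 180 s read.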
D1 antag – antagonists of human D1 dopamine receptor. activity change, negative = inhibition, % at 10 µM. HEK293 TREx D1 cells, calcium flux, dopamine EC80; stronger effect = lower value. hit rate 3.2% among 360,000. P21728; in the data active means activity change below about -30%; further: on the % scale 0 is the no-effect control and ±100 the full control effect
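Kinetic fluorescence of a calcium dye serves as the read-out. D1-expressing Hek293 Trex cells, induced overnight at 30 C, are exposed to compound for 180 s before an EC80 dopamine addition, then read 180 s further.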
TRHR ag – agonists of human TRH receptor; P34981; TRHR cells, calcium flux fluo-8, FDSS agonist mode; activation, % at 2 µM; hit rate 0.18% among 360,000; AID 493084; further: 0% is about no effect
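TRHR-expressing cells, plated overnight in medium with 10% serum, were loaded with fluo-8 calcium dye at room temperature. After a 10 s baseline, library compound was pin-added and calcium release was recorded kinetically (ex 480/em 530) as agonist response.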
D2 potentiator – D2 dopamine receptor (human) potentiation; P14416; HEK293 T-REx D2, calcium flux, EC20 dopamine potentiation; potentiation, % at 10 µM; hit rate 0.34% among 340,000; AID 485347;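 active means potentiation over 3 SD above the plate norm, cut at about 30% in these data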; further: 0% is about no effect
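Potentiation of an EC20 dopamine calcium response is measured in a force-coupled, tetracycline-inducible Hek293 Trex D2 line. Compound-only kinetic reads over 180 s flag agonists before dopamine addition.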
D2 agonist – agonists of human D2 dopamine receptor | hit rate 0.53% among 340,000 | activation, % at 2 µM | AID 485358 | HEK293 T-REx D2 cells, calcium flux agonist mode | P14416;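 active means activation over 3 SD above normal in the single-dose calcium agonist read, cut at about 30% in these data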; further: 0% is about no effect
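Agonism is scored from calcium flux in a force-coupled, inducible HEK293 cell line expressing D2, read kinetically for 180 s after compound addition against dopamine controls.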
An asterisk follows results filed as active; . = no result given. Unless noted, no stated cut-off is given here; in the data, active means activation above about 30%; inactive means the rest.

SMILES | RXFP1 antagonist | D1 PAM | D1 ag | TRHR PAM | D2 antag | D1 antag | TRHR ag | D2 potentiator | D2 agonist
O=c1c2ccccc2nnn1CSc1nnc(-c2cccnc2)n1-c1ccccc1F | 3 | -1 | 0 | -5 | -6 | 0 | 0.4 | 1 | 1.3
CCC(=O)Nc1c2c(nn1-c1ccc(C)cc1)CS(=O)(=O)C2 | -3 | -3 | 1 | -2 | -2 | 2 | 0.4 | 4 | -1.0
COc1ccc(CCNC(=O)CSc2nnc(CNC(=O)c3c(F)cccc3Cl)o2)cc1OC | 1 | -5 | -2 | 0 | -3 | 39 | 0.2 | 9 | -0.4
O=c1c2cnn(-c3ccccc3)c2ncn1Cc1cccc(Cl)c1 | . | -11 | 4 | -14 | . | -13 | 0.1 | . | .
NS(=O)(=O)c1ccc(NC(=S)NC(=O)C2CCCCC2)cc1 | 4 | -2 | 1 | -11 | 8 | -7 | 0.0 | -1 | 0.0
Cc1ccc(N2CC(c3nnc(Cc4ccc(Cl)cc4)o3)CC2=O)cc1 (configuration not stated) | -4 | -2 | 17 | 2 | . | -24 | -0.9 | 3 | 0.6
Cc1ccccc1OCCC(=O)OCC(=O)NC(=O)c1ccccc1 | 2 | -5 | 5 | 6 | 4 | 22 | 2.1 | 4 | 0.7
COc1cc(-c2noc(CCCC(=O)NCc3ccco3)n2)cc(OC)c1OC | -1 | -2 | 0 | 6 | -8 | 11 | 0.4 | 13 | -0.2
Cc1ccc(S(=O)(=O)CCC(=O)N(CCCN2CCOCC2)c2nc3ccccc3s2)cc1 | -19 | 2 | 4 | -1 | -1 | 0 | 0.5 | -26 | 1.7
Cc1cc(/C=C(\C#N)C(=O)O)c(C)n1-c1ccc(Br)cc1 | -1 | -4 | 4 | 2 | -10 | -16 | -0.3 | -9 | -0.6
O=c1cc(CSc2nnc3ccccn23)c2c(ccc3ccccc32)o1 | 0 | -11 | 0 | 1 | 7 | -17 | 0.2 | 2 | 0.2
CCOC(=O)c1ccccc1NC(=O)c1ccc2c(Cl)c3c(nc2c1)CCC3 | . | 1 | 1 | 4 | . | -2 | 0.8 | 0 | 0.4
COc1cc(OC)cc(-c2nc(-c3cccs3)no2)c1 | 5 | 7 | 12 | -8 | -11 | 1 | -0.3 | -24 | -0.8
Cc1nc2ccccc2n1CC(O)Cn1c(C(F)(F)F)nc2ccccc21 (configuration not stated) | -8 | -4 | 2 | -2 | -10 | -11 | 0.5 | 0 | 0.6
CCN(C(=O)COC(=O)CSc1ccc(C(N)=O)cc1[N+](=O)[O-])C1CCCCC1 | -31 | -9 | 5 | -1 | -3 | -4 | 0.1 | -5 | -0.1
Cc1cccc(/C=C/C(=O)c2ccc(NC3=NCCCS3)cc2)c1 | -37 | -6 | 5 | 0 | -1 | -15 | -0.2 | -7 | 3.0
COc1ccc(CCC(=O)NNC(=O)Cn2nc(C)cc2C)cc1 | 7 | -11 | 4 | 15 | -8 | -58* | 0.9 | 22 | -0.2
CCCn1nnnc1NCc1ccc(N(C)C)cc1 | -8 | -2 | 0 | 2 | -1 | 23 | -0.1 | -3 | -0.4
Cc1ccc2oc(=O)c3cnn(CC(=O)N4CCCCC4C)c3c2c1 (configuration not stated) | -7 | -4 | 0 | -2 | -1 | 1 | 0.4 | 1 | 0.4
O=C(CN1c2ccccc2S(=O)(=O)c2ccccc21)Nc1ccccc1Cl | -18 | -1 | 1 | -4 | . | 3 | 0.1 | -8 | 0.9
CSCCC(NC(=O)C12CC3CC(CC(C3)C1)C2)C(=O)OCC(=O)c1ccc(C)cc1 (configuration not stated) | -1 | -1 | 2 | -4 | 11 | 4 | 0.7 | 7 | 0.3
O=C(NCC(=O)N(Cc1cccs1)C(C(=O)NC1CCCC1)c1cccnc1)c1ccco1 (configuration not stated) | -5 | 5 | 0 | -2 | 8 | -2 | -0.2 | -17 | 0.3
C=CCNC(=O)/C(C#N)=C/c1ccccc1[N+](=O)[O-] | -39 | -1 | 3 | -5 | -9 | 1 | 2.2 | 6 | 2.0
COC(=O)c1[nH]c2ccc(F)cc2c1NC(=O)CCN1CC(C)OC(C)C1 (configuration not stated) | -5 | 5 | 3 | 0 | 8 | -1 | 0.0 | -7 | -0.5

Single values from the results shown:
In D1 ag, `CCC(=O)Nc1c2c(nn1-c1ccc(C)cc1)CS(=O)(=O)C2` has 1
In TRHR ag, `O=C(CN1c2ccccc2S(=O)(=O)c2ccccc21)Nc1ccccc1Cl` has 0.1
In RXFP1 antagonist, `CCN(C(=O)COC(=O)CSc1ccc(C(N)=O)cc1[N+](=O)[O-])C1CCCCC1` has -31
In D2 agonist, `O=c1cc(CSc2nnc3ccccn23)c2c(ccc3ccccc32)o1` has 0.2
In D1 antag, `COc1ccc(CCC(=O)NNC(=O)Cn2nc(C)cc2C)cc1` has -58*

Sorted by value in TRHR ag (lowest first): 5 of the compounds above
molecule,RXFP1 antagonist,D1 PAM,D1 ag,TRHR PAM,D2 antag,D1 antag,TRHR ag,D2 potentiator
Cc1ccc(N2CC(c3nnc(Cc4ccc(Cl)cc4)o3)CC2=O)cc1 (configuration not stated),-4,-2,17,2,.,-24,-0.9,3
Cc1cc(/C=C(\C#N)C(=O)O)c(C)n1-c1ccc(Br)cc1,-1,-4,4,2,-10,-16,-0.3,-9
O=C(CN1c2ccccc2S(=O)(=O)c2ccccc21)Nc1ccccc1Cl,-18,-1,1,-4,.,3,0.1,-8
CCC(=O)Nc1c2c(nn1-c1ccc(C)cc1)CS(=O)(=O)C2,-3,-3,1,-2,-2,2,0.4,4
Cc1nc2ccccc2n1CC(O)Cn1c(C(F)(F)F)nc2ccccc21 (configuration not stated),-8,-4,2,-2,-10,-11,0.5,0

Returning to the listing with the 2 entries that preceded the break.
SMILES | RXFP1 antagonist | D1 PAM | D1 ag | TRHR PAM | D2 antag | D1 antag | TRHR ag | D2 potentiator | D2 agonist
C=CCNC(=O)/C(C#N)=C/c1ccccc1[N+](=O)[O-] | -39 | -1 | 3 | -5 | -9 | 1 | 2.2 | 6 | 2.0
COC(=O)c1[nH]c2ccc(F)cc2c1NC(=O)CCN1CC(C)OC(C)C1 (configuration not stated) | -5 | 5 | 3 | 0 | 8 | -1 | 0.0 | -7 | -0.5
Cc1ccc(Cl)cc1NC(=O)C1CCCCC1C(=O)O (configuration not stated) | -3 | -2 | 0 | 0 | -3 | 5 | 0.4 | 3 | -0.2
O=C(Nc1cnccn1)c1cccs1 | -1 | -6 | 2 | 12 | 6 | -15 | 0.3 | -1 | 0.4
O=C(CCC(=O)Nc1ccc(Br)cc1)N/N=C/c1ccc(O)cc1 | 4 | -3 | 1 | 9 | 33* | -10 | 0.6 | -23 | -1.3
COc1ccc(CC(=O)Nc2cc(S(=O)(=O)N3CCCCC3)ccc2N2CCN(C)CC2)cc1 | . | -4 | 8 | -2 | 9 | -3 | 0.8 | -2 | 1.9
Cc1ccc2nc3c(cc(C(=O)NCCN4CCOCC4)c(=N)n3CCCN3CCOCC3)c(=O)n2c1 | -4 | 0 | 7 | -1 | 0 | 8 | 1.2 | -7 | -0.5
CCOC(=O)N1CCN(C(=O)c2cn(C)c3ccc(S(=O)(=O)N4CCCC4)cc3c2=O)CC1 | -5 | 6 | 3 | 3 | 4 | 3 | 0.1 | 5 | 0.6
CCOc1ccccc1OCCCNCc1ccccc1 | -4 | -7 | 5 | 2 | 50* | -24 | 0.5 | -35 | 0.0
COc1cccc(-c2csc(-c3c(N)c(C(=O)c4ccccc4)n4ccccc34)n2)c1 | -7 | -2 | 9 | -1 | . | -7 | 0.6 | -9 | -0.2
Cc1csc2nc(CNC(=O)c3cccc(C(F)(F)F)c3)cn12 | 4 | 14 | 0 | 13 | -4 | 7 | -0.9 | -3 | -1.2
O=S(=O)(Nc1nc2ccccc2nc1Cl)c1ccc(Cl)cc1 | 1 | -5 | 5 | -4 | -8 | 5 | 0.2 | 5 | -0.7
Cc1ccc2c(CN(C)Cc3ccc(Cl)cc3Cl)cc(=O)oc2c1 | -9 | -4 | 10 | -7 | 3 | 7 | 1.1 | -4 | -0.3
O=C(Nc1ccccc1N1CCCCC1)C1CCN(C(=O)c2ccc(Cl)cc2)CC1 | -22 | -5 | 2 | 2 | 10 | 7 | -0.7 | 8 | -0.2
COc1ccc(C2CCCN2C(=S)Nc2ccc(C)c(C)c2)cc1OC (configuration not stated) | -13 | -6 | 2 | 3 | -6 | -11 | 0.1 | 24 | 0.7
COc1ccc(OC)c(NC(=O)C2CC(/C=C/c3ccccc3)=NO2)c1 (configuration not stated) | -5 | 7 | 3 | 3 | -20 | 10 | 0.2 | -11 | 33*
CCOc1ccc2nc(N3CCCC(C(=O)NCCc4ccc(SC)cc4)C3)sc2c1 (configuration not stated) | 5 | 0 | -1 | 15 | . | 4 | -0.2 | 11 | 0.7
O=C(O)C1CCCN1C(=O)Nc1ccc(Cl)cc1 (configuration not stated) | -1 | 0 | 3 | 3 | 5 | -11 | 0.6 | 3 | 0.2
Cc1nn(-c2ccc(F)cc2)c(C)c1NS(=O)(=O)c1ccc2ccccc2c1 | -23 | -5 | 1 | -5 | 18 | -16 | -0.4 | 20 | 0.1
c1cnc(-c2noc(CN3CCN(C4CCCC4)CC3)n2)cn1 | 2 | 3 | 3 | -2 | -22 | -7 | -1.1 | 13 | -0.7
COc1ccc(CNC(=O)CN(c2ccccc2)S(=O)(=O)c2ccccc2[N+](=O)[O-])cc1 | -13 | -4 | 6 | 2 | . | -12 | -1.9 | -12 | .
Cc1cccc(CS(=O)(=O)Cc2ccc(C(=O)NCc3cccnc3)o2)c1 | -18 | -4 | 4 | -4 | 33* | -8 | 1.1 | . | 2.4
COc1cc(C2Nc3ccccc3-c3nnc(SCc4ccc(C)cc4)nc3O2)cc(OC)c1O (configuration not stated) | -9 | -1 | 9 | 8 | . | 2 | -1.0 | 2 | -2.3
N#Cc1c[nH]n2c(=O)cc(Cc3ccccc3)nc12 | 16 | 4 | 5 | 4 | -10 | -6 | 0.5 | -2 | 0.1
COc1cccc(C(=O)NNC(=O)c2ccccc2Br)c1 | 7 | -10 | 3 | 3 | 2 | 26 | 0.4 | -1 | -0.3
Cn1c(=O)c2sc3c(c2n(CC(=O)Nc2ccccc2)c1=O)COC(C)(C)C3 | 12 | 0 | 0 | 2 | 4 | -2 | 0.3 | 11 | 1.9
Cc1cccc(NC(=O)C2CCN(C(=O)[C@@H]3Cc4ccccc4CN3)CC2)c1 | -5 | -3 | 3 | 0 | 13 | 36 | 1.4 | -5 | 1.6
Cc1csc(NC(=O)C2CC(=O)N(c3ccc(C)c(C)c3)C2)n1 (configuration not stated) | -15 | 2 | -1 | 3 | 51* | 3 | -0.1 | -9 | 0.6
CCCOc1ccc(-c2cccc(NS(=O)(=O)c3cc(OC)ccc3OC)c2)nn1 | -12 | -2 | 2 | -2 | . | -17 | -0.8 | -2 | -2.4
COc1cccc(NC(=O)C2CCC(CNS(=O)(=O)c3cccs3)CC2)c1 (configuration not stated) | 8 | -3 | 6 | -1 | 3 | -13 | -0.9 | 6 | -0.7
CC(=O)N1c2ccc(S(=O)(=O)NCc3ccc(Cl)cc3)cc2CC1C (configuration not stated) | 10 | -5 | 8 | -1 | . | -32* | 0.0 | 12 | -0.1
Cc1ccc(Cn2c(SCC(=O)Nc3cccc(C)n3)nc3c2c(=O)n(C)c(=O)n3C)cc1 | . | 7 | 1 | -4 | -2 | 6 | 0.6 | 22 | 1.3
COC(=O)c1ccc(CSc2nc(N)cc(N)n2)cc1 | 7 | -8 | 4 | -1 | -7 | -7 | 0.0 | 7 | 0.5

From PubChem BioAssay
